# TRPC4 potent = TRPC4 (mouse) allosteric potentiation | Q9QUQ5 | HEK293 TRPC4beta/mu-opioid, DAMGO EC20, Fluo-4 Ca2+ flux; stronger effect = higher value | B-score at 10 µM | 0.42% of 310,000 active | AID 2227;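 active = B-score of calcium response area above 5 SD of library B-scores, with initial fluorescence ratio within 5 SD of library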;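 note: B-score of integrated fluorescence ratio over time as area under calcium response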
# MrgX1 antag = blocks BAM8-22 activation of human MrgX1 receptor; MRGX1-HEK293 calcium flux, Fluo-4, BAM8-22 antagonism; stronger effect = lower value; B-score at 10 µM; 1.3% of 310,000 active;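 active = calcium-response B-score plate-corrected more than 3 library SD below zero, starting fluorescence within 5 deviations, no agonist response on first addition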;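 note: peak minus trough fluorescence over baseline after final BAM8-22 challenge near maximal dose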
# TRPC4 inh = TRPC4 (mouse) channel inhibition. Q9QUQ5. HEK293 TRPC4beta/mu-opioid, DAMGO-evoked Fluo4 calcium flux; stronger effect = lower value. B-score at 10 µM. 0.39% of 300,000 active. AID 2247;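 active = B-score over 3 SD under the library average, no early fluorescence shift, positive overall ratio signal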
#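 Test system – stable TRPC4beta/mu-opioid receptor HEK293 cells · Probe or stimulus – DAMGO, a submaximal dose followed by a maximal one · Dosing – one concentration per compound · Signal – Fluo4 calcium fluorescence by kinetic imaging, 5 s 1 Hz baseline · Evaluation – per-well B score of integrated baseline-normalized Fluo4 ratio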
# TRPC4 act = activators of mouse TRPC4 channel; Q9QUQ5; HEK293 TRPC4beta/mu-opioid, Fluo4 calcium fluorescence; stronger effect = higher value; B-score at 10 µM; 0.49% of 310,000 active; AID 2237;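 active = B-score above 5 SD of library B-scores, and initial fluorescence ratio not above library mean plus 5 SD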;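 note: positive B-score marks a calcium rise read as TRPC4 activation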
#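 Assay system – TRPC4beta and mu-opioid receptor HEK293 stable cells · Measured by – Fluo4 fluorescence, kinetic · Schedule – dye loading 45 min room temperature, 110 s kinetic read · Read-out – B-scored integrated calcium fluorescence ratio · Controls – buffer and maximal DAMGO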
# TRPC6 inh = mouse TRPC6 channel inhibition. Q61143. HEK293-TRPC6, membrane potential dye, ACh-evoked depolarization; stronger effect = lower value. B-score at 10 µM. 1.1% of 310,000 active. AID 2553;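 active = B-score under library mean minus 3 SD, initial fluorescence not abnormally high, positive integrated signal ratio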;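 note: B-score derived from integrated fluorescence ratio over the kinetic read; more negative B-score means stronger inhibition of depolarization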
# Target sequence (Q61143 whole entry, looked up): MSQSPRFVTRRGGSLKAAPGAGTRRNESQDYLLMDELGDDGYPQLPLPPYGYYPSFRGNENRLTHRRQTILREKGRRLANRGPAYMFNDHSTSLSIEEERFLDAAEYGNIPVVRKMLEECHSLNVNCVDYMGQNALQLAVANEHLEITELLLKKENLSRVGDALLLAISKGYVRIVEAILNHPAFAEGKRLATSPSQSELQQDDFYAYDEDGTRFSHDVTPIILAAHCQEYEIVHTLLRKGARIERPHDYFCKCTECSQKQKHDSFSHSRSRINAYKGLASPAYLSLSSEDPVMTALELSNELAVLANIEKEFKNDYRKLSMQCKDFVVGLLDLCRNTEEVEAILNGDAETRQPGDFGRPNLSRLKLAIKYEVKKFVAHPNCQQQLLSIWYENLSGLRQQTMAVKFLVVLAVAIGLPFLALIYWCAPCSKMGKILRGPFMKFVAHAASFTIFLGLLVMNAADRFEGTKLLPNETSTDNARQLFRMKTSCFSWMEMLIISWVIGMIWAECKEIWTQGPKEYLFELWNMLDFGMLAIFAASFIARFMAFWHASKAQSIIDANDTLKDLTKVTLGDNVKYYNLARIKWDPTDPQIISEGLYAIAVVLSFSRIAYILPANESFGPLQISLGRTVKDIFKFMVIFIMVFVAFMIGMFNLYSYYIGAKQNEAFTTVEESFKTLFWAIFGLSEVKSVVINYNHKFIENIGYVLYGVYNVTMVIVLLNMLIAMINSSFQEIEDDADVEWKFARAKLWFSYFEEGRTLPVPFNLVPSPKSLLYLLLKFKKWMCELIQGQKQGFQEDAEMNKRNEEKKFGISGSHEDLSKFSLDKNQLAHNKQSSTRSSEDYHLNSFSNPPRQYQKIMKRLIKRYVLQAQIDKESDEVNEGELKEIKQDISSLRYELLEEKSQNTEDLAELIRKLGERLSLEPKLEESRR
# MrgX1 ag = activates human MrgX1 receptor signaling. Q96LB2. MrgX1-HEK293 cells, Fluo-4 calcium fluorescence, agonist mode; stronger effect = higher value. B-score at 10 µM. 0.44% of 310,000 active. AID 588627;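 active = calcium response B-score plate-corrected fluorescence ratio at least 3 library SD, with starting fluorescence B-score inside 5 SD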
#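 times = overnight plating, then 30 min 37 °C plus 30 min room-temperature dye loading | assay system = stable human MrgX1 HEK293 cell line | input = fifteen thousand cells per well | signal = kinetic calcium dye fluorescence, Fluo-4 NW | dosing = compound delivered in addition one of three | read-out = B-scored fluorescence response ratio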
# TRPC6 act = activators of mouse TRPC6 channel | Q61143 | HEK293-TRPC6 membrane potential dye fluorescence; stronger effect = higher value | B-score at 10 µM | 0.13% of 310,000 active | AID 2550;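 active = B-score of the integrated fluorescence ratio above library mean plus 3 SD, and starting fluorescence ratio within library mean plus 5 SD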;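 note: higher score means more depolarization so channel activation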
# PolyA inhibitor = yeast polyadenylation inhibition; 0.02% of 300,000 active; AID 1875; S. cerevisiae SKY197-pL101 polyadenylation reporter, beta-gal luminescence; efflux-impaired pdr1/pdr3 knockout yeast; score 100 = 6 SD above DMSO; calls only at 12 µM;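 active = lowest replicate activity score at least 50, where 100 means six control SD above control mean; inconclusive = lowest score under 50 but half or more replicates reach 50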;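 note: yeast exposed to compound for 9 h at 30 °C; higher score means more reporter readthrough which indicates perturbed polyadenylation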
# HIF act = HIF pathway transcriptional activation. U2OS HRE-luciferase reporter, luminescence; normalized: DMSO 0%, desferrioxamine 100%. activation, % at 7.5 µM (by protocol). 0.32% of 300,000 active;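 active = mean activation of at least 10% of the iron chelator positive control signal, with at least half of replicates also reaching 10%; inconclusive = mean and replicate majority disagree about reaching 10%; inactive = mean and most replicates under 10%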
# AI-2 QS modul = modulates the Vibrio harveyi AI-2 quorum sensing system. Vibrio harveyi JMH597 AI-2 luminescence/OD600 ratio, 9 h; stronger effect = lower value; strain lacks LuxN and CqsS sensors; 0 = neutral-control median. activity change, % at 7.5 µM. 0.4% of 300,000 active. AID 2094; in the data active = activity change below about -75%, passing the limit was not always enough; inconclusive = no clear call, values can overlap the other calls;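 note: luminescence divided by OD600 gain over 9 h not by final OD600 alone; inactives centre near 13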
# MrgX1 PAM = allosterically activates human MrgX1 receptor signaling; Q96LB2; MrgX1-HEK293, Fluo-4 calcium flux, FDSS; stronger effect = higher value; B-score at 10 µM; 0.63% of 310,000 active;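 active = plate-corrected calcium response at least 3 library SD above typical, normal starting fluorescence, not activating the receptor alone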;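 note: compound read alongside a low EC10 to EC30 dose of BAM8-22 agonist; peak minus trough fluorescence over baseline measured at the second addition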
# An asterisk follows results filed as active; i = inactive; ? = inconclusive; / = not tested or not shown. The list is partial (hit frequency here may not be typical).
no.	structure	TRPC4 potent	MrgX1 antag	TRPC4 inh	TRPC4 act	TRPC6 inh	MrgX1 ag	TRPC6 act	PolyA inhibitor	HIF act	AI-2 QS modul	MrgX1 PAM
1	CCN1CCC2(CCNC2)C1 (centres undefined)	i	i	i	i	i	i	i	i	0.5	2	i
2	COc1ccc(CCn2c(O)c(C=NC3CC3)c(=O)[nH]c2=O)cc1OC	i	i	i	i	i	i	i	i	-0.8	9	i
3	O=c1[nH]c(=O)n(Cc2ccco2)c(O)c1C=NCCN1CCNCC1	i	i	i	i	i	i	i	i	-0.6	21	i
4	Cc1ccc(N2C(=O)/C(=C/c3ccc(CN(CCC#N)S(C)(=O)=O)o3)C(=O)NC2=S)cc1	i	i	i	i	i	i	i	i	-0.2	38	i
5	CN1CCCC(C(=O)c2ccc(-c3ccccc3)cc2)C1 (centres undefined)	i	i	i	i	i	i	i	i	-1.6	11	i
6	Cc1ccc2c(c1)N(C(C)C(=O)N1CCC3(CC1)OCCO3)C(=O)CO2 (centres undefined)	i	i	i	i	i	i	i	i	-0.2	18	i
7	CC(=O)Nc1ccc(OC(=O)N(C)c2ccccc2)cc1	i	i	i	i	i	i	i	i	0.2	-5	i
8	Cc1ccc(CN2CCN(Cc3ccccc3F)CC2)cc1	i	i	i	i	i	i	i	i	0.0	21	i
9	O=P(C(Cl)Cl)(N1CCOCC1)N1CCOCC1	i	i	i	i	i	i	i	i	0.9	26	i
10	C=CCn1c(O)c(/C(CC)=N/NC(=S)Nc2ccccc2)c(=O)[nH]c1=O	i	i	i	i	i	i	i	i	3.8	13	i
11	CC(Cc1ccccc1)/[N+]([O-])=C\c1ccc(C(F)(F)F)cc1 (centres undefined)	i	i	i	i	i	i	i	i	2.5	5	i
12	CCCCS(=O)(=O)N1CCN(C(=N)N[N+](=O)[O-])CC1	i	i	i	i	i	i	i	i	0.0	17	i
13	O=C(N/N=C/c1c(O)n(Cc2ccccc2)c(=O)[nH]c1=O)c1ccccc1O	i	i	i	i	i	i	i	i	-0.2	19	i
14	O=C1NC(=O)N(C2CCCCC2)C(=O)C1C1c2ccccc2C(=O)N1Cc1ccccc1 (centres undefined)	i	i	i	i	i	i	i	i	0.0	19	i
15	CCN1CCN(Cc2cc3c(cc2[N+](=O)[O-])OCO3)CC1	i	i	i	i	i	i	i	i	-30	11	i

# The list goes on, starting with the last three of the part before.
no.	structure	TRPC4 potent	MrgX1 antag	TRPC4 inh	TRPC4 act	TRPC6 inh	MrgX1 ag	TRPC6 act	PolyA inhibitor	HIF act	AI-2 QS modul	MrgX1 PAM
13	O=C(N/N=C/c1c(O)n(Cc2ccccc2)c(=O)[nH]c1=O)c1ccccc1O	i	i	i	i	i	i	i	i	-0.2	19	i
14	O=C1NC(=O)N(C2CCCCC2)C(=O)C1C1c2ccccc2C(=O)N1Cc1ccccc1 (centres undefined)	i	i	i	i	i	i	i	i	0.0	19	i
15	CCN1CCN(Cc2cc3c(cc2[N+](=O)[O-])OCO3)CC1	i	i	i	i	i	i	i	i	-30	11	i
16	CCCCN1CCC(O)(c2ccccc2)C(C(=O)c2ccccc2)C1 (centres undefined)	i	i	i	i	i	i	i	i	0.1	9	i
17	COc1cccc(-c2cc(C(F)(F)F)n3nc(C(=O)N4CCC5(CC4)OCCO5)cc3n2)c1	i	i	i	i	i	i	i	i	?	1	i
18	Cc1ccccc1CN1CCN(C(=O)Cc2ccccc2)CC1	i	i	i	i	i	i	i	i	-0.7	8	i
19	Brc1ccccc1CNCCc1ccc2c(c1)OCO2	i	i	i	i	i	i	i	i	1.6	22	i
20	CC(C)NS(=O)(=O)c1ccc(OCC(=O)N2CCN(C)CC2)cc1	i	i	i	i	i	i	i	i	-0.3	9	i
21	CC(=O)c1c(C)n(Cc2ccccc2Cl)c2ccc(O)cc12	i	i	i	i	i	i	i	i	-0.4	-3	i
22	Cc1cccc(-n2c(C)nc3ccccc3c2=O)n1	i	i	i	i	i	i	i	i	0.0	1	i
23	Cc1cc(C)nc(N2Cc3ccccc3C2=N)n1	i	i	i	i	i	i	i	i	0.5	9	i
24	NS(=O)(=O)c1ccc(N2CCNCC2)cc1	i	i	i	i	i	i	i	i	0.0	0	i
25	CC(C)Oc1ccc(C2(C#N)CC[N+](C)(C)CC2)cc1	i	i	i	i	i	i	i	i	/	6	i
26	COc1ccc(C)cc1NC1=NC(C)(C)CS1	i	i	-6*	i	i	i	i	i	0.3	11	i
27	C=COCCn1c(C)c(C(C)=O)c2cc(O)ccc21	i	i	i	i	i	i	i	i	0.6	1	i
28	O=C(c1cccc(Cl)c1)C1CCCN(Cc2cccc3cnccc23)C1 (centres undefined)	i	i	i	i	i	i	i	i	0.7	17	i
29	CCCCn1c(N)c(N(CCOC)C(=O)CN2CC=C(c3ccccc3)CC2)c(=O)[nH]c1=O	i	i	i	i	i	i	i	i	-0.8	0	i
30	Cc1cc(=O)oc2cc(OCC(=O)N3C[C@H]4C[C@@H](C3)c3cccc(=O)n3C4)ccc12	i	i	i	i	i	i	i	i	-0.1	16	i
31	O=C(c1cc2c(s1)CCCC2)N1CCC2(CC1)OCCO2	i	i	i	i	i	i	i	i	0.8	-6	i
32	CN(C)C(=O)Oc1ccc2c(=O)c(Oc3ccccc3Br)coc2c1	i	i	i	i	i	i	i	i	-2.5	29	i
33	Cn1c(O)c(C(=Nc2ccccc2)SCc2ccc(Cl)cc2)c(=O)n(C)c1=O	i	i	i	i	i	i	i	i	1.2	21	i
34	NS(=O)(=O)c1cccc(N2CCNCC2)c1	i	i	i	i	i	i	i	i	0.3	14	i
35	COc1ccc(/C=C2\C(=O)NC(=O)N(Cc3ccccc3)C2=O)c(OC)c1OC	i	i	i	i	i	i	i	i	-0.2	13	i
36	O=P(O)(O)COc1ccccc1O	i	i	i	i	i	i	i	i	0.2	10	i
37	CC(=O)N1CCCSC1=Nc1ccccc1	i	i	i	i	i	i	i	i	-0.1	8	i
38	CC[N+]12CCC(CC1)C(C(O)(c1ccccc1)c1ccccc1)C2 (centres undefined)	i	i	i	i	-6*	i	i	i	0.3	8	i
39	C=CCNC(=O)c1c(N)n(Cc2ccco2)c2nc3ccccc3nc12	i	i	i	i	i	i	i	i	-0.2	27	i
40	O=c1c2ccccc2nc(-c2ccc(Cl)cc2Cl)n1-c1nccs1	i	i	i	i	i	i	i	i	-0.1	17	i
41	COc1ccc(C(=O)C2CCCN(C3CSCCSC3)C2)c(OC)c1 (centres undefined)	i	i	i	i	i	i	i	i	-0.3	15	i
42	Cc1ccc2cccc(OC(=O)N3CCCC3)c2n1	i	i	i	i	i	i	i	i	-0.2	11	i
43	Cc1ccc2c(c1)C(c1ccccc1)NCC(=O)N2 (centres undefined)	i	i	i	i	i	i	i	i	-0.5	13	i
44	CCCCn1c(=O)c(C(=O)Nc2ccsc2C(=O)OC)c(O)c2ccccc21	i	i	i	i	i	i	i	i	-0.4	11	i
45	COP(=O)(OC)C(Nc1ccccn1)c1ccccc1 (centres undefined)	i	i	i	i	i	i	i	i	-0.1	7	i
46	CC/C(CC(c1ccccc1)c1c(O)c2ccccc2oc1=O)=N\NC(N)=S (centres undefined)	i	i	i	i	i	i	i	i	-0.4	-30	i
47	CN1CCN(CCC(C#N)(c2ccccc2)c2ccccc2)CC1	i	i	i	i	-7.2*	i	i	i	-1.3	21	i
48	CCOC(=O)C1=C(N)Oc2ccccc2C12C(=O)N(CC(=O)OC)C(CC(=O)OC)=C2C(=O)OC (centres undefined)	i	i	i	i	i	i	i	i	-0.2	22	i
49	CN1CCCN(C(=O)COc2ccccc2)CC1	i	i	i	i	i	i	i	i	-0.1	16	i
50	Cc1cccc(-n2c(O)c(C=NCCCN3CCOCC3)c(=O)[nH]c2=O)c1C	i	i	i	i	i	i	i	i	0.1	14	i
51	C=CCn1c(O)c(/C=C2\C=Nc3ccccc32)c(=O)[nH]c1=O	i	i	i	i	i	i	i	i	0.1	14	i
52	N#Cc1ccc(/C=C/C(=O)O)cc1	i	i	i	i	i	i	i	i	-0.1	-1	i
53	CC12CN3CC(C)(CN(C1)C3c1cccs1)C2=O (centres undefined)	i	i	i	i	i	i	i	i	-0.4	7	i
54	CCCc1c(C)nc(SCC(=O)C(C)(C)C)nc1OC(=O)N(C)C	i	i	i	i	i	i	i	i	-0.1	3	i
55	N#CCCn1cc(C(=O)Nc2ccc([N+](=O)[O-])cc2)c(-c2ccc3c(c2)OCCO3)n1	i	i	i	i	i	i	i	i	0.0	-3	i
56	O=[N+]([O-])c1ccc(NCCO)c2ncccc12	i	i	i	i	i	i	i	i	0.2	4	i
57	Cc1ccsc1C(=O)C1CCCN(Cc2c(C)nn(C(C)C)c2C)C1 (centres undefined)	i	i	i	i	i	i	i	i	0.0	20	i
58	COc1cc(C)cc2oc(=O)c(CC(=O)N3C[C@H]4C[C@@H](C3)c3cccc(=O)n3C4)c(C)c12	i	i	i	i	i	i	i	i	0.0	3	i
59	O=C(C1CCC(=O)N1C1CCCC1)N1CCC2(CC1)OCCO2 (centres undefined)	i	i	i	i	i	i	i	/	-0.2	4	i
60	CC(=O)c1cc(C(C)=O)c(C)[n+](C)c1C	i	i	i	i	i	i	i	i	-0.2	18	i
61	COc1ccc(Cn2c(O)c(/C=N/NC(=O)c3ccncc3)c(=O)[nH]c2=O)cc1	i	i	i	i	i	i	i	i	0.2	34	i
62	O=C(CNC(=O)c1ccc(Cl)cc1)Nc1ccc(Br)cc1C(=O)c1ccccc1	i	i	i	i	i	i	i	i	0.1	23	i
63	CC(=O)Nc1ccc(OCCF)cc1	i	i	i	i	i	i	i	i	0.0	35	i

# Assay outcomes as filed in PubChem BioAssay.
